From PubChem
a7 integrin act = integrin-mediated muscular dystrophy alleviation activation | AID 624291 | alpha7betagal myoblasts, beta-gal FDG fluorescence, 48 h | 0.064% of 350,000 active | Potency, µM (top dose mostly 38.3 µM), for inactives: top-dose activation, actives largely listed as activators;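 note: potency is the fitted concentration of half-maximal effect; 100% = response of the positive control SU9516; nearly all actives have a fitted effect of over 60% in size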
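Alpha7betagal+/- myoblasts (passage 13) were plated 16-24 hr, then exposed to compounds (1:260 dilution of DMSO stock) for 48 hours at 37C. After MPER lysis, β-galactosidase reporter activity was read as FDG fluorescence (ex 480/em 540) after 30 minutes.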
Mito fusion act = inhibitors of mitochondrial division or activators of mitochondrial fusion. Potency, µM (titrated, usually from 46.1 µM), inactives show top-dose growth rescue (activation), actives largely listed as activators. 0.23% of 320,000 active. AID 485298. S. cerevisiae fusion-defective mutant growth rescue, CellTiterGlo 48 h;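 note: potency is the fitted concentration of half-maximal effect; % of control where 0% means no effect; nearly all actives have a fitted effect of over 45% in size; temperature-sensitive fusion mutants such as fzo1-1 at 37 °C on non-fermentable ethanol glycerol medium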
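Growth-rescue viability read-out: after 48 h at the non-permissive 37C in glycerol/ethanol YPEG, yeast mitochondrial fusion mutants are measured by CellTiterGlo luminescence; compounds (23 nl pinned per well) restoring growth score as division inhibitors or fusion activators.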
MBNL1 CUG block = inhibitors of human MBNL1 binding to CUG repeat RNA; Q9NR56; TR-FRET MBNL1-His/biotin-(CUG)12 binding, 665/545 ratio; Potency, µM (titrated, usually from 57.5 µM), without a hit: top-dose activity change, negative = inhibition, usual class: inhibitors; 0.036% of 280,000 active; AID 2675; active = well fitted inhibition curve with a large enough effect in the signal ratio, with a control signal flat, not every such curve was filed as active; inconclusive = small, poorly fitted or top-dose-only effect, or effect the other way, or a change in a side signal; inactive = no such curve, though single readings can be large or run the other way; the % refers to the signal ratio; note: potency is the fitted concentration of half-maximal effect; % is set by controls: 0 for no effect and ±100 for the full control effect
Target sequence (Q9NR56 whole entry, looked up): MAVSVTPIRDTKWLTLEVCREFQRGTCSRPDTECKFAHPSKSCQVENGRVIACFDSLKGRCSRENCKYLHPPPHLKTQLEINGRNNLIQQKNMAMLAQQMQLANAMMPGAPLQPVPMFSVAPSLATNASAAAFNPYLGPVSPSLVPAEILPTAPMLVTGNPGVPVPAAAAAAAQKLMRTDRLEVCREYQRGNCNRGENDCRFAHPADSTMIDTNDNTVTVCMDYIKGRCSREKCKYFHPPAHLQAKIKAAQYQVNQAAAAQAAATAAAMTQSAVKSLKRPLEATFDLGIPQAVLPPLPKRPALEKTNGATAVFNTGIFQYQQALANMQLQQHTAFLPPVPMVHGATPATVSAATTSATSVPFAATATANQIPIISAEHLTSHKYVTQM
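Ratiometric TR-FRET (665 over 545 nm, excitation 340 nm) tracks disruption of MBNL1-His/biotin-(CUG)12 complex after 60 min at room temperature, with compounds at 92 nM to 58 uM final.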
AT treatment = potential ataxia-telangiectasia treatment | 0.19% of 320,000 active | […] A-T fibroblasts, KAP-1 phosphorylation AlphaLISA; neocarzinostatin DNA damage 30 min before lysis | Potency, µM (doses to about 57.5 µM), for inactives: at the highest dose activation, hits mostly activators; note: potency is the fitted concentration of half-maximal effect; % of control where 0% means no effect; nearly all actives have a fitted effect of over 45% in size
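hTERT-immortalized A-T patient fibroblasts ([…]), 500 cells/well in OPTI-MEM, 1% FBS, got compounds for 60 min, then NCS for 30 min at 37C. Lysates were then assayed for phospho-KAP-1 by AlphaLISA (anti-pKAP1 donor, anti-KAP1 acceptor beads), 6 hr at 25C.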
TSG101-PTAP inh = blocks PTAP/TSG101 interaction to inhibit HIV-1 budding | Q99816 | Fluorescence polarization, FITC-PTAP peptide / Tsg101 binding | Potency, µM (highest dose often 115 µM), without a hit: top-dose activity change, negative = inhibition, most hits filed as inhibitors | 340,000 tested, under 10 active | AID 493005; active = well fitted inhibition curve with a large enough effect in the main read-out, with a control signal flat, not every such curve was filed as active; inconclusive = small, poorly fitted or top-dose-only effect, or effect the other way, or a change in a side signal; inactive = no such curve, though single readings can be large or run the other way; note: potency is the fitted concentration of half-maximal effect; % of control where 0% means no effect
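Compounds were pin-transferred onto Tsg101 binding domain (10 uM final) in HEPES pH 7.5 buffer, then FITC-PTAP peptide was added at 50 nM final. After 20 min at RT, polarization reported peptide displacement across a qHTS concentration series.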
TCR act = activators of T cell receptors | primary human leukocytes, anti-CD3, IL-2 HTRF, 48 h | Potency, µM (series often up to 9.22 µM), for the others: at the highest dose activation of IL-2 secretion, usual class: activators | 330,000 tested, under 10 active; note: % of control where 0% means no effect
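TCR engagement came from a-CD3 beads alone, with compounds added to primary human leukocytes for 48 hr. Secreted IL-2 bridged europium cryptate- and d2-labelled anti-IL-2 antibodies, giving FRET emission at 665nm after 320nm excitation.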
S-ASM inh = human S-ASM enzyme inhibition; P17405; 0.006% of 340,000 active; Potency, µM (top dose mostly 57.5 µM), for inactives: at the top dose activity change, negative = inhibition, hits mostly inhibitors; placental ASM, HMU-PC fluorogenic substrate, 60 min; note: potency is the fitted concentration of half-maximal effect
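Fluorescence read-out (Ex 386 nm, Em 447 nm) after stopping the reaction at pH 10. Enzyme: ASM from human placenta; substrate HMU-PC0, 9 uM final; 60 min, 37 °C. Compound preincubation 10 min, ambient temperature.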
TSHR antag = blocks TSH signaling through the human TSH receptor. P16473. AID 504810. activity change, negative = inhibition, % at 11.5 µM. 0.2% of 330,000 active. TSHR-expressing cells, TSH-stimulated cAMP HTRF, 2 h; stronger effect = lower value;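 active = activity change below a set negative limit, meaning inhibition stronger than a set level, cut at about -70% in these data; inconclusive = activity change between two set negative limits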; note: % is set by controls: 0 for no effect and ±100 for the full control effect
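TSHR-expressing cells were treated with compounds, then stimulated with TSH at EC80 (4nM final) for 2 hours at 37 deg C. Cellular cAMP was measured by HTRF competition between lysate cAMP and cAMP-d2 for a cryptate-labelled anti-cAMP antibody.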
Menin-MLL TR inh = displaces Texas Red mutant MLL peptide from human menin; Potency, µM (doses to about 61.6 µM), for inactives: at the highest dose FP activity change, negative = inhibition, most hits filed as inhibitors; 0.23% of 270,000 active; Menin + Texas Red MLL mutant peptide, fluorescence polarization; O00255; active = well fitted inhibition curve with a large enough effect in the polarisation, with a control signal flat, not every such curve was filed as active; inconclusive = small, poorly fitted or top-dose-only effect, or effect the other way, or a change in a side signal; inactive = no such curve, though single readings can be large or run the other way; the % refers to the polarisation; note: potency is the fitted concentration of half-maximal effect; % of control where 0% means no effect; many of its hits are not listed in these tables
Target sequence (O00255 whole entry, looked up): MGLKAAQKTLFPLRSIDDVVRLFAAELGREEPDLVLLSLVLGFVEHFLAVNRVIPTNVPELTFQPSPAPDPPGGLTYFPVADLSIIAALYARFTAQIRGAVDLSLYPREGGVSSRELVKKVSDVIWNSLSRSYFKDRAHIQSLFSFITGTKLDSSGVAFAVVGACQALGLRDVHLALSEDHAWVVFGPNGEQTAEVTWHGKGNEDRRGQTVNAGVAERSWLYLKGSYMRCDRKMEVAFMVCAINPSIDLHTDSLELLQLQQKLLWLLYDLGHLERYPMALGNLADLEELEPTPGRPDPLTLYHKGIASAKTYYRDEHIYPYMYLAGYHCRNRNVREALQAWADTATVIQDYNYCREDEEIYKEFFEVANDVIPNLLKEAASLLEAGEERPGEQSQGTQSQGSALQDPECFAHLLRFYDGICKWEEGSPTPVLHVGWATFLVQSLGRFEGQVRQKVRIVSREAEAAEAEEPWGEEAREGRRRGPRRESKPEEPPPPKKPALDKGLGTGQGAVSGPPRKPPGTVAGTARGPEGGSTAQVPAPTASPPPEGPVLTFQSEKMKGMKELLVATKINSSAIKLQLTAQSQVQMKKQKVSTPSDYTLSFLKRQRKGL
MLL CXXC-DNA inh = inhibitors of human MLL CXXC domain-DNA interaction. Potency, µM (series often up to 115 µM), without a hit: at the highest dose activity change, negative = inhibition, usual class: inhibitors. 0.037% of 290,000 active. Q03164. AID 2662. MLL-CXXC / FITC-HOXA9 DNA fluorescence polarization; active = well fitted inhibition curve with a large enough effect in the polarisation, with a control signal flat, not every such curve was filed as active; inconclusive = small, poorly fitted or top-dose-only effect, or effect the other way, or a change in a side signal; inactive = no such curve, though single readings can be large or run the other way; the % refers to the polarisation; note: potency is the fitted concentration of half-maximal effect
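Steps: dispense CXXC domain solution (7 uM) → pin compounds or unlabeled HOX-A9 DNA control → 5 min ambient → add FLSN-HOX-A9 solution (50 nM) → spin → 30 min ambient → fluorescence polarization. Tris pH 7.5/NaCl/DTT/BSA buffer.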
An asterisk follows results filed as active; ? = inconclusive; . = no result given; [ ] = dose if it differs, or a comment. Unless noted, calls come from the whole dose curve; as a rule, active = well fitted curve in the direction sought with a large enough effect; inconclusive = small, poorly fitted or top-dose-only effect, or another doubt; inactive = no such curve, though single readings can be large; an effect the other way counts as inactive or inconclusive.

SMILES | a7 integrin act | Mito fusion act | MBNL1 CUG block | AT treatment | TSG101-PTAP inh | TCR act | S-ASM inh | TSHR antag | Menin-MLL TR inh | MLL CXXC-DNA inh
O=C(O)c1ccc(Cl)cc1Nc1nc2cc(Cl)ccc2o1 | 30% | -8% | -6% | 3% | -8% | 0% | 17% | ? | ? | 3%
CCn1cnc2c1c(=O)n(CC(=O)Nc1cc(C)on1)c(=O)n2Cc1ccccc1 | -11% | 2% | -14% | 20% | -6% | 0% | -3% | -5 | -2% | -1%
Cc1ccc(NC(=O)/C(=C\c2cccc(Br)c2)NC(=O)c2ccco2)cc1 | 19% | -1% | -7% | 2% | -4% | 0% | 21% | -8 | 1% | -14%
COc1cccc(NC(=O)CN(C)C(=O)CNC(=O)c2sc3ccccc3c2Cl)c1 | -12% | 5% | . | -5% | -2% | 9% | -15% | -7 | . | .
O=C(CN1C(=O)NC2(CCc3ccccc32)C1=O)c1ccc(Br)cc1 (stereo not drawn) | 31% | 6% | . | -5% | -6% | -28% | -2% | 22 | . | .
OCCCNc1ncnc2sc3c(c12)CCN(Cc1ccccc1)C3 | 10% | 12% | ? | -8% | -15% | 2% | 369%[activator] | 2 | -23% | 18%
CCOC(=O)C1=C(O)C(Nc2nc3ccccc3s2)(C(F)(F)F)N=C1C (stereo not drawn) | 19% | 0% | 5% | 1% | -1% | 5% | -1% | 13 | 15% | -4%
COc1ccc(C2CC(C(F)(F)F)n3nc(C(=O)O)c(Cl)c3N2)cc1OC (stereo not drawn) | -1% | 1% | 1% | 0% | 0% | 4% | 3% | 9 | -1% | 3%
CC1CCN(CCCNC(=O)CCc2nnc3n(CCc4ccccc4)c(=O)c4ccccc4n23)CC1 | 0% | 15% | -1% | 0% | -4% | 0% | -2% | 2 | -25% | 9%
CCc1ccc(NC(=S)N(Cc2ccc(Cl)cc2)Cc2ccc(C(=O)O)cc2)cc1 | 6% | -5% | 0% | -1% | -7% | 5% | 3% | 25 | ? | 32%[activator]
O=C(c1ccccc1)c1ccccc1C(=O)N1CCOCC1 | 3% | 0% | -5% | 7% | -1% | -23% | -3% | -1 | -2% | 5%
Brc1ccc(-c2csc(N/N=C/c3cccnc3)n2)cc1 | 7% | 0% | 1% | 2% | -2% | -2% | -6% | -17 | ? | 5%
O=C(CNC(=O)c1cccs1)OCc1c(F)cccc1Cl | 2% | 6% | 3% | -3% | -5% | 2% | 8% | -35 | 9% | -1%
N=C1c2ccccc2CN1NC(=O)CC12CC3CC(CC(C3)C1)C2 | -20% | 1% | 7% | -4% | -1% | -5%[46.1 µM] | 0% | 6 | -13% | 4%
CC(NC(=O)c1cccc(Br)c1)c1ccccc1 (stereo not drawn) | 0% | -4% | 5% | 8% | -7% | -1% | 1% | 5 | 14% | 4%
Oc1ccc(O)c(Cc2nc3ccccc3[nH]2)c1 | 11% | 1% | 2% | 2% | -2% | . | -3% | -6 | 10% | 0%
CNC[C@@H](C)NC[C@@H](Cc1ccccc1)NCCc1ccccc1 | -36% | -7% | 8% | -3% | 0% | 3% | 4% | -9 | -9% | 13%
O=C(O)CCN1c2ccccc2Sc2ccccc21 | -8% | 26% | 7% | -1% | -2% | 1% | 9% | -9 | ? | 1%
COc1cc(C(=O)N2CCN(S(=O)(=O)c3cccc(F)c3)CC2)ccc1OCC(=O)N1CCOCC1 | 18% | -2% | . | -1% | -1% | -8% | 5% | -3 | . | .
O=C(CSCc1ccc(Cl)cc1)N/N=C/c1c(Cl)cccc1Cl | -28% | 15% | . | -1% | -10% | 5% | -12% | 10 | -9% | 3%
O=C(NCCCN1CCOCC1)c1cc(Cl)ccc1Cl | -7% | -4% | -3% | 0% | -2% | 3% | 3% | 17 | -2% | 8%
O=C(c1cccs1)N(c1cccc(Cl)c1)C1C=CS(=O)(=O)C1 (stereo not drawn) | -14% | 3% | -9% | 0% | -1% | 0% | 6% | 1 | 6% | 17%
CCC(C(=O)NCc1ccco1)n1nc(-c2ccc(OC)cc2)ccc1=O (stereo not drawn) | -22% | 5% | 15% | -2% | 0% | 1% | 0% | -9 | -7% | 0%
O=C(CC12CC3CC(CC(C3)C1)C2)Nc1nncs1 | 0% | 4% | 4% | 4% | -6% | -1% | 9% | -21 | -10% | 17%
COc1ccc(CNc2ncc(-c3ccccc3)n2C)c(OC)c1OC | -51%[inhibitor] | -3% | -9% | -9% | -2% | . | 3% | 9 | ? | 9%
CC(=O)c1ccccc1C(=O)N1CCCC(C(=O)c2ccc(C(F)(F)F)cc2)C1 (stereo not drawn) | ? | -5% | -7% | -6% | -4% | -2% | 4% | 15 | 0% | 4%
Cc1ccc(CNC(=O)CN(CCc2ccccc2)S(C)(=O)=O)cc1 | 10% | -2% | 4% | 2% | 1% | 3% | -2% | -2 | 2% | 9%
CCOC(=O)c1ccc(NC(=S)N2CCCC2c2ccc(OC)c(OC)c2)cc1 (stereo not drawn) | 3% | 15% | -4% | 0% | -1% | 12% | -9% | -6 | 12% | 1%
COc1cc2[nH]c(C(=O)N3CCc4ccccc43)cc2c(OC)c1OC | 22% | 31% | 13% | 3% | -5% | -3% | -3% | 5 | -19% | 27%
Cc1oc(-c2cc(F)ccc2F)nc1CN1CCN(c2cnccn2)CC1 | -22% | -1% | -6% | -3% | 1% | 2% | -1% | 7 | -14% | -4%

Single entries from the entries so far.
`Cc1ccc(CNC(=O)CN(CCc2ccccc2)S(C)(=O)=O)cc1` in TSHR antag: -2
`Cc1oc(-c2cc(F)ccc2F)nc1CN1CCN(c2cnccn2)CC1` in MBNL1 CUG block: -6%

Going on with the list.
SMILES | a7 integrin act | Mito fusion act | MBNL1 CUG block | AT treatment | TSG101-PTAP inh | TCR act | S-ASM inh | TSHR antag | Menin-MLL TR inh | MLL CXXC-DNA inh
CCn1cc(CNC(=O)c2ccc(OC3CCN(Cc4ccccn4)CC3)cc2)cn1 | -48%[inhibitor] | -2% | 3% | 8% | 0% | -6% | -5% | -6 | -11% | -10%
CC1=CC(=O)C=CC1(C)C(Cl)Cl (stereo not drawn) | -1% | 0% | -20% | 0% | -6% | -22% | 20% | 10 | 20% | -9%
C/C=C1\COC(C(=O)NCc2ccccc2)(C(F)(F)F)C=C1C=C(C)C (stereo not drawn) | -2% | . | . | . | 0% | -4% | 2% | . | -14% | .
Cc1ccc(SCCCn2cnc3ccccc3c2=O)cc1 | 6% | 8% | 6% | 5% | -4% | -4% | -4% | 15 | . | -7%
COC(=O)c1ccc(C(=O)Nc2ccc(F)cc2)cc1 | -12% | 8% | . | 28µM* | -1% | -7% | 5% | -1 | . | .
O=C(NCCc1ccccn1)C1CCN(S(=O)(=O)c2ccc(Cl)cc2)CC1 | ? | 3% | -6% | 1% | 0% | 2% | 0% | 0 | -1% | -14%
CCC(C)C(NC(=O)C(CC(C)C)NC(=O)C(CO)NC(=O)C1CCC(=O)N1)C(=O)OC (stereo not drawn) | ? | -2% | -2% | -4% | -10% | -3% | 3% | -8 | 4% | -2%
Cc1n[nH]c(C)c1CCCOc1ccccc1 | -4% | -8% | -1% | 0% | -11% | 1% | 3% | -6 | 1% | 1%
Cc1c(CCOC(=O)c2ccccc2)sc[n+]1CC(=O)c1ccc(Br)cc1 | -39% | 24% | 0% | 5% | -5% | -5% | -2% | 14 | -29% | 6%
CC1CCN(C(=O)COC(=O)C23CC4CC(CC(O)(C4)C2)C3)CC1 | -31% | -7% | . | 9% | 1% | -8% | 5% | -4 | . | .
S=C(c1ccccc1)N1CCCc2ccccc21 | 6% | 2% | -7% | 1% | 1% | 1%[46.1 µM] | -4% | -5 | -13% | 14%
NC(CO)C12CC3CC(CC(C3)C1)C2 (stereo not drawn) | 16% | -3% | -14% | 27% | -8% | 5% | -1% | -1 | . | -3%
Cc1csc(NC(=O)CSc2nnc(Cc3cccn3C)n2CCc2ccccc2)n1 | 27% | -3% | 2% | 7% | -7% | 2%[46.1 µM] | -9% | 6 | -17% | -6%
CC(C)C(=O)N1N=C2CCCCC2C1(O)C(F)(F)F (stereo not drawn) | 11% | -6% | . | 1% | -3% | 3% | -1% | -9 | 15% | -9%
CC(C)CNC(=O)Cn1c(=O)c2c(ncn2CC(C)C)n(Cc2ccccc2)c1=O | -28% | -3% | -1% | 3% | 0% | 0% | 0% | -6 | -5% | 5%

The list is partial; rates above refer to the full screens.
